CHO-K1 Ca antag: nonselective inhibitor or artifact in parental CHO-K1 cells. ATP-induced calcium, Fluo-8 fluorescence. inhibition, % at 3 µM. actives 0.6% (n = 360,000). AID 602250;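 active = inhibition above a per-plate cutoff, the plate's mean sample inhibition plus 3 SD, cut at about 24% in these data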;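 note: 0% = DMSO plus EC80 ATP and 100% = DMSO alone without ATP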
M1 PAM: positive allosteric modulators of human M1 muscarinic receptor; actives 0.088% (n = 360,000); AID 588819; CHO-K1 hM1, Fluo-8 calcium fluorescence, ACh EC20; 0% = ACh EC20, 100% = maximal ACh; activation, % at 3 µM; in the data active = activation above about 19%, passing the limit was not always enough
Target sequence (P11229 whole entry, looked up): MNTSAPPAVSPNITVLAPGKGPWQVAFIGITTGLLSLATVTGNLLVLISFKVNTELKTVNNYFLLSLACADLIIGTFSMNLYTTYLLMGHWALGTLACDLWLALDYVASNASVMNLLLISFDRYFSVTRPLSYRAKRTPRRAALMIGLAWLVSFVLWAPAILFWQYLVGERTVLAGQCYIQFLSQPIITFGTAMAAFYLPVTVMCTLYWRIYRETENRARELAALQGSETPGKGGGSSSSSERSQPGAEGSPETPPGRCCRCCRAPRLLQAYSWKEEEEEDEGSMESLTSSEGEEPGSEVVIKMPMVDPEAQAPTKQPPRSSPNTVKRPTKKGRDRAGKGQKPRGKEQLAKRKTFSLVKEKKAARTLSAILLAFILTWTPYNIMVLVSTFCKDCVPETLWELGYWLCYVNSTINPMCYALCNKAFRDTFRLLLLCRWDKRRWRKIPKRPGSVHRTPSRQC
TAAR1 antag: antagonists of human TAAR1; CHO RD-HGA16 TAAR1, Fluo-8 calcium fluorescence, antagonist; inhibition, % at 3 µM; actives 1.5% (n = 360,000); AID 624466;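 active = inhibition above a per-plate cutoff, the mean inhibition of test compounds on that plate plus 3 SD, cut at about 49% in these data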;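 note: 0% = DMSO plus EC80 beta-PEA response and 100% = DMSO alone without agonist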
Target sequence (Q96RJ0 whole entry, looked up): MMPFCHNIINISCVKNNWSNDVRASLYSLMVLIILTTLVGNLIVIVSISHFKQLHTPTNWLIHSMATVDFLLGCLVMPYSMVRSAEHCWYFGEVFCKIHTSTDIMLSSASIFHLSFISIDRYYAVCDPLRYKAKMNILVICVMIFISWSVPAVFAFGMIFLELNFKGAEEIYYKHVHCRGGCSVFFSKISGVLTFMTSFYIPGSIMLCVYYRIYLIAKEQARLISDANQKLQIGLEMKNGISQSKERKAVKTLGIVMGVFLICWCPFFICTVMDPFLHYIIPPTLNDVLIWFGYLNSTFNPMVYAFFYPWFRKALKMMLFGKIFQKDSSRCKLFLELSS
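Test system – hTAAR1-expressing CHO RD-HGA16 cells, Gα16-coupled · Reagent – β-PEA at EC80 concentration, post-compound challenge · Compound dosing – 3 µM, single point · Timing – 140 s kinetic read after compound, 140 s after agonist · Detection – Fluo-8 intracellular calcium dye fluorescence, real-time kinetic reads · Control set – DMSO and EC80 PEA controls · Repeats – n of 1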
M1 ag: human M1 muscarinic receptor agonism | CHO-K1 hM1, Fluo-8 calcium fluorescence, agonist mode; 0% DMSO, 100% acetylcholine EC100 | activation, % at 3 µM | actives 0.33% (n = 360,000);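 active = activation above the run's mean compound activation plus 3 SD, cut at about 16% in these data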;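 note: peak over basal fluorescence ratio within a 140 s kinetic read after compound addition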
M1 PAM parental: counter-screen for M1 PAMs: effect in parental CHO-K1 cells | actives 0.02% (n = 360,000) | activation, % at 3 µM | ATP EC20, Fluo-8 calcium fluorescence; 0% at ATP EC20, 100% at ATP max | AID 602247;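 active = activation above the run cutoff, the mean activation of all test compounds plus 3 SD, cut at about 40% in these data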;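 note: peak over basal fluorescence ratio in a 140 s read after ATP addition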
TAAR1 agonist: human TAAR1 agonism; Q96RJ0; actives 0.99% (n = 360,000); CHO RD-HGA16 TAAR1, Fluo-8 calcium fluorescence; vehicle wells 0%, saturating PEA agonist 100%; activation, % at 3 µM;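 active = activation above the mean activation of all test compounds in the run plus 3 SD, cut at about 38% in these data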
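Test system: RD-HGA16 (CHO) cells co-expressing Gα16 and hTAAR1 / Benchmarks: DMSO vehicle as 0%, PEA at EC100 as 100% / Repeats: no replicates (n 1) / Measure: % activation from peak over basal fluorescence ratio, DMSO-to-PEA scaled / Timing: 17-24 h plating, Fluo-8 75 min 37 °C, 30 min RT / Technique: kinetic Fluo-8 calcium fluorescence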
CHRM1 antagonist: blocks human M1 muscarinic receptor; CHO-K1 hM1, Fluo-8 calcium fluorescence, ACh EC80 antagonist; actives 1.3% (n = 360,000); P11229; inhibition, % at 3 µM; AID 588852;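 active = percent inhibition above its own plate's cutoff, namely the mean of that plate's compound wells plus 3 SD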;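 note: peak over basal fluorescence ratio during 140 s after agonist addition; 0% = ACh EC80 plus DMSO and 100% = DMSO alone without agonist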
CHO parental Ca: counter-screen for OX1R antagonists: effect in parental CHO cells; parental CHO-K1, ATP-induced calcium, Fluo-8 fluorescence; inhibition, % at 5.6 µM; actives 0.63% (n = 330,000);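 active = inhibition above that plate's mean sample inhibition plus 3 SD, cut at about 26% in these data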;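 note: 0% = ATP-challenged DMSO wells and 100% = DMSO wells without ATP; some compounds past the cut are filed as inactive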
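Measured by: calcium-sensitive Fluo-8 fluorescence / Test system: CHO parental line / Controls: ATP-challenged DMSO wells low, unchallenged DMSO wells high / Measure: % inhibition / Compound: single nominal dose of 5.6 µM per compound / Replicates: single well per compound, no replicates / Reagent: ATP as calcium-mobilizing challenge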
CHO-K1 Ca ag: nonselective activator or artifact in parental CHO-K1 cells. actives 0.48% (n = 360,000). Fluo-8 calcium fluorescence; scaled to maximal ATP response, vehicle zero. activation, % at 3 µM; in the data active = activation above about 15%;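 note: untransfected CHO-K1 host cells lacking M1 receptor as counterscreen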
The depositor's hits bear a star; . = not tested or not shown.

SMILES	CHO-K1 Ca antag	M1 PAM	TAAR1 antag	M1 ag	M1 PAM parental	TAAR1 agonist	CHRM1 antagonist	CHO parental Ca	CHO-K1 Ca ag
O=S(=O)(c1ccc(Cl)cc1)N1CCN2CCCC2C1 (stereo not given)	-3.8	-1.6	-8.7	-10.1	10.6	-0.7	1.0	2.3	0.8
Cc1cc(C(=O)N/N=C/c2ccc3ccccc3c2)n[nH]1	0.7	11.8	-16.8	7.2	-18.4	2.4	-0.5	.	-0.1
CC(OC(=O)CCN1C(=O)C2CC=CCC2C1=O)C(=O)c1ccc(F)cc1 (stereo not given)	-8.0	5.2	-24.1	-1.6	12.3	14.5	-16.7	-17.8	0.9
Cc1ccc(S(=O)(=O)N2CCOCC2)cc1C(=O)N1CCN(S(=O)(=O)c2ccccc2F)CC1	3.4	13.7	-15.8	-2.8	-15.5	0.5	-5.9	.	0.1
Cc1ccc(NC(=O)c2ccc(CN3CC(=O)N4CCCCC4C3=O)cc2)c(C)c1 (stereo not given)	-22.9	1.9	-23.0	-5.5	11.0	10.1	-9.2	-11.9	1.0
C/C(=N\NC(=O)COc1ccc2ccccc2c1)c1cccs1	0.2	7.4	-16.1	-0.7	-6.0	1.9	-9.7	-19.6	0.7
Cn1ccnc1C(O)c1ccc(OCc2ccccc2)cc1 (stereo not given)	6.3	0.8	-3.9	-4.5	4.2	4.3	-4.8	-18.8	0.4
C=CC(=O)NC(C)(C)CCN1CCOCC1	-9.9	0.0	-14.4	-3.4	2.5	0.4	2.3	6.1	0.2
COc1ccc(C(=O)NCc2nnc(SCC(=O)NCCc3ccccc3)o2)cc1	-13.7	0.1	0.9	-3.2	8.6	1.3	4.8	-8.2	0.6
CSCCC(NC(=O)c1ccccc1Cl)C(=O)NNC(=O)c1ccccc1O (stereo not given)	-0.4	7.4	-7.9	0.2	14.9	0.1	-8.0	-12.6	1.2
Cc1cc[n+](CC2OCc3ccccc3CO2)cc1	-13.2	9.6	-7.9	-4.9	12.8	14.1	-15.6	6.5	0.3
N#CC(=C1CCCC1)c1nc(-c2cc3ccccc3oc2=O)cs1	-4.4	0.5	-6.9	-2.6	8.0	12.4	-21.5	4.2	0.3
O=C(NCCCN1CCOCC1)c1c(-c2ccccc2)sc2ccccc12	-20.2	-6.2	-10.2	-6.6	2.7	4.1	1.9	-10.4	5.2
CCN1C[C@@H]2[C@@H]3C(=O)N(C)C(=O)[C@@H]3[C@](CC)(C1=O)N2C(=O)c1ccccc1	-10.6	7.8	1.3	-3.5	-1.7	1.0	-9.4	.	0.6
COc1ccc(N(C(=O)c2snc(C(N)=O)c2N)C(CC(C)C)C(=O)NCC2CCCO2)cc1 (stereo not given)	-14.7	6.8	8.6	-1.7	17.4	1.0	-6.4	-15.9	0.2
COc1ccc(NC(=O)Cn2cccc2)cc1Cl	-2.9	6.0	0.0	-5.3	8.0	4.4	-5.3	-2.6	0.5
NC(=O)c1sc(-c2ccsc2)cc1NS(=O)(=O)c1ccc(C(F)(F)F)cc1	16.7	2.0	-13.8	-0.6	-25.4	0.9	-3.5	1.1	1.7
O=C(c1ccc(Cl)s1)N1CCN(C23CC4CC(CC(C4)C2)C3)CC1	-15.1	-13.6	.	-7.6	9.7	.	14.0	-8.8	0.2
CC1CCCC(C)N1C(=O)Cn1cc(C#N)c2ccccc21 (stereo not given)	-4.8	-1.1	0.1	-6.9	13.0	8.2	-1.9	-2.9	0.3
COc1cccc(CNC(=O)CCNS(=O)(=O)c2ccc3c(c2)oc(=O)n3C)c1	-16.7	22.4	-13.2	0.1	12.2	1.8	-21.0	-2.9	1.0
CCN(CC(=O)Nc1ccc(NC(C)=O)cc1)C(=O)c1ccc2c(c1)OCCO2	-10.1	9.4	7.0	-1.9	13.3	4.6	-2.8	-18.9	0.5
CCCCCCCNC(=O)C1(CC2CC(c3ccc(Cl)cc3)=NO2)CCN(C(=O)Cc2ccc(F)cc2)CC1 (stereo not given)	6.3	6.4	-1.7	-4.9	-19.1	-1.3	-3.5	9.5	1.9
CCOC(=O)c1c(/N=C/c2ccc(OC)cc2O)sc2c1CCN(C)C2	3.5	5.3	18.8	-3.8	-18.8	-1.8	-6.3	-3.2	0.2
Cc1cc([N+](=O)[O-])ccc1NC(=O)CSc1nccc(=O)[nH]1	6.6	14.4	6.0	-10.0	-10.7	12.0	-4.0	-10.3	-0.4
O=C(COC(=O)c1ccc(Cl)nc1)NCCc1ccc(F)cc1	-8.8	6.6	-5.7	-3.5	17.6	2.4	-6.0	-7.9	0.8
COC(=O)c1ccc([N+](=O)[O-])cc1N1C(=O)C2C3CCC(C3)C2C1=O (stereo not given)	-1.5	12.4	2.2	-7.3	22.5	-0.1	-7.9	-3.2	10.3
CCc1cc2ccccc2nc1SCC(=O)Nc1cc(OC)c(OC)cc1C(=O)O	-6.6	-1.6	-7.2	-5.8	12.1	1.6	-3.2	-10.7	0.0
O=C(Nc1ccccc1)OCc1cc(-c2ccccc2Cl)on1	-10.7	4.4	16.8	-3.4	17.4	3.1	-8.6	1.9	0.5
Cc1cc(=O)oc2c(C)c(OC(C)C(=O)NCC(O)c3ccccc3)ccc12 (stereo not given)	-10.1	5.6	-0.8	-3.8	12.7	2.7	-7.9	-4.8	4.5
O=C(O)CNC(=S)N(Cc1cccs1)C1CCCCC1	-11.3	5.1	6.7	-5.1	26.0	-0.1	-1.9	-2.6	2.0
CC(C)(C)c1cc(Cl)ccc1OCCOCCN1CCCC1	0.3	1.1	9.8	-6.1	-6.7	17.3	2.5	-6.1	4.3
CC(=O)Nc1ccc(S(=O)(=O)N2CCN(c3cc(C)nc4ccccc34)CC2)cc1	1.1	-4.6	-12.7	-3.9	0.5	2.1	3.0	-8.2	-0.2
C[C@H](CO)N1C[C@H](C)[C@H](CN(C)Cc2ccc(-c3ccccc3)cc2)Oc2ccc(NS(=O)(=O)c3ccccc3)cc2CC1=O	2.2	-6.3	.	-3.5	-5.5	.	12.0	-5.0	-0.4
Cc1ccc(C2CC(c3ccccc3)=NN2C(=S)Nc2ccccc2)o1 (stereo not given)	-6.4	7.3	9.8	-0.1	22.9	17.6	1.6	-11.3	1.7
O=C(CCCSc1nnc(-c2cccs2)n1CC1CCCO1)c1ccccc1 (stereo not given)	-2.2	3.3	3.5	-2.2	6.8	7.8	-2.4	-24.7	3.6
CN(/N=C/c1cc(Cl)ccc1O)C1=NS(=O)(=O)c2ccccc21	10.4	3.6	22.9	-0.5	4.1	14.8	-2.0	1.8	3.2
CC1Nc2nc(NC(=O)C(C)(C)C)[nH]c(=O)c2N(C)C1C (stereo not given)	5.3	4.8	1.1	-2.1	8.8	0.8	-6.2	-7.8	-0.1
CCN(CC(=O)Nc1c(F)cccc1F)C(=O)c1ccc(S(=O)(=O)N2CCC(C)CC2)cc1	-15.1	-4.6	-22.1	-6.4	10.6	-0.8	17.9	-22.2	1.1
CC1(C)OC(=O)C(=CNc2cccc(C(=O)O)c2)C(=O)O1	-12.4	10.7	-12.8	-2.4	13.6	2.5	-3.4	1.9	0.1
O=C(c1cc2ccccc2[nH]1)N1O[C@@H]2C=C[C@H]1C2	7.2	1.9	11.3	-5.1	-2.4	0.4	4.3	.	-0.2
CCN(C[C@H]1N[C@@](CC)(C(=O)OC)[C@H]2C(=O)N(C)C(=O)[C@@H]12)C(=O)Nc1ccccc1	-10.0	8.3	5.5	-0.2	-8.4	0.8	-16.0	-4.2	0.0
C[C@@H]1CCCCCCCCCCC1=O	1.9	8.6	-14.1	-2.5	-21.4	4.8	-10.5	-3.3	-0.7
CCOCCCNC(=O)c1ccc(N2CCCC2)c(NS(=O)(=O)c2ccc(C)cc2)c1	4.0	1.9	-6.7	-10.6	-13.2	-1.2	-4.5	-14.2	-0.8
Cc1ccccc1C(=O)N1CCc2cc(-c3csc(NC(=O)CN4CCCC4)n3)ccc21	14.3	0.7	11.2	-7.3	-7.7	6.7	3.0	7.7	2.6
Cc1cc(C)c2oc(C(=O)Nc3ccc(S(=O)(=O)Nc4nccc(C)n4)cc3)cc(=O)c2c1	-10.7	12.9	-0.8	-0.6	16.2	-0.5	-16.7	-16.6	0.6
Cc1ccc(CN(CC2CCCO2)C(=O)CN2C(=O)C(C(C)C)Oc3ccccc32)o1 (stereo not given)	-14.7	3.0	11.1	-4.8	20.9	6.0	-3.4	-27.8	1.4
Cc1onc(-c2ccccc2Cl)c1C(=O)Nc1ccc(S(=O)(=O)N2CCCC2)cc1	-7.5	6.7	-3.3	-9.3	24.5	1.6	-10.6	-1.1	1.6
Cc1ccc(SCC(=O)NNC(=O)c2cncc(Br)c2)cc1	-3.8	6.1	-5.4	-1.7	10.2	3.1	-11.2	-0.3	0.0
CCCCNC(=O)Nc1ccon1	2.1	4.2	9.6	-2.5	-5.6	7.3	0.5	-13.0	-0.3
CCCS(=O)(=O)NC(=O)C1(C)CCN(C(=O)c2cc(F)ccc2C)C1 (stereo not given)	-8.6	-0.3	-16.4	-1.3	11.5	3.0	9.3	.	0.6
CN1CCN(c2ccc([N+](=O)[O-])cc2C(=O)Nc2ccccc2)CC1	3.6	-26.9	-22.9	-15.2	-7.2	1.1	10.0	-16.8	-0.2
Cc1ccc(C(=O)O)cc1NC(=O)c1ccc2c(c1)C(=O)N(c1ccc([N+](=O)[O-])cc1)C2=O	-11.8	3.8	-23.1	-2.0	6.2	1.7	-1.8	-6.5	1.6

Reprinted at random: 5 records from the list.
SMILES	CHO-K1 Ca antag	M1 PAM	TAAR1 antag	M1 ag	M1 PAM parental	TAAR1 agonist	CHRM1 antagonist	CHO parental Ca	CHO-K1 Ca ag
Cc1ccc(C2CC(c3ccccc3)=NN2C(=S)Nc2ccccc2)o1 (stereo not given)	-6.4	7.3	9.8	-0.1	22.9	17.6	1.6	-11.3	1.7
Cc1ccc(C(=O)O)cc1NC(=O)c1ccc2c(c1)C(=O)N(c1ccc([N+](=O)[O-])cc1)C2=O	-11.8	3.8	-23.1	-2.0	6.2	1.7	-1.8	-6.5	1.6
COC(=O)c1ccc([N+](=O)[O-])cc1N1C(=O)C2C3CCC(C3)C2C1=O (stereo not given)	-1.5	12.4	2.2	-7.3	22.5	-0.1	-7.9	-3.2	10.3
Cc1ccc(CN(CC2CCCO2)C(=O)CN2C(=O)C(C(C)C)Oc3ccccc32)o1 (stereo not given)	-14.7	3.0	11.1	-4.8	20.9	6.0	-3.4	-27.8	1.4
C[C@H](CO)N1C[C@H](C)[C@H](CN(C)Cc2ccc(-c3ccccc3)cc2)Oc2ccc(NS(=O)(=O)c3ccccc3)cc2CC1=O	2.2	-6.3	.	-3.5	-5.5	.	12.0	-5.0	-0.4

Assay outcomes as filed in PubChem.
